# XIAP antagonists = small molecules displacing peptide from XIAP – biochemical, IAP family, fluorescence polarization (AID 1018); XIAP BIR domain, fluorescence polarization peptide displacement; higher % means a stronger effect; one-dose displacement, % at 20 µM; IC50 in µM for titrated hits; actives 0.007% (n = 200,000); in the data active = displacement above about 50%; note: a part of the inactive calls stands beside numbers as strong as those of hits
# AID2073 = inhibitors of Mint1-CaV2.2 protein interaction, biochemical, HTRF (AID 2073); inhibition, % at 20 µM; hits with a dose series show IC50 in µM; actives 0.19% (n = 290,000); HTRF protein-protein interaction, Mint1-CaV2.2; higher % means a stronger effect; in the data active = inhibition mostly above about 51%, no sharp cut-off; inconclusive = no clear call, values can overlap the other calls; inactive = mostly below about 53%; note: some results filed as inactive read as strong as hits
# Siah-1 displacement = blockers of Siah-1 interaction with plectin peptide – biochemical, fluorescence polarization, rhodamine-plectin, uHTS, primary screen (AID 1817). Siah-1 / rhodamine-plectin peptide fluorescence polarization; higher % means a stronger effect. actives 0.02% (n = 290,000). displacement, % at 20 µM, or IC50 in µM where a hit was titrated;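 active = displacement of at least 50% at 20 µM, with a fluorescence ratio check between 0.3 and a set limit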;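 note: plate controls were Siah plus tracer with DMSO for no effect and tracer alone without Siah for full effect; strong numbers were not always called active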
# HEK293 NOD2/NF-kB = inhibition of NOD2-driven NF-kB reporter – cell-based, luminescence, uHTS, HEK293 (AID 1566); HEK293 NOD2/NF-kB luciferase reporter, luminescence; higher % means a stronger effect; inhibition, % at 4 µM, or EC50 in µM where a hit was titrated; actives 0.63% (n = 290,000); note: many of its hits are not listed in these tables
# NS5 inhibitors = flavivirus cap methylation enzyme inhibition – biochemical, confirmation dose response, primary screen (AID 588689); Dengue-2 NS5 methyltransferase capping enzyme assay, biochemical; higher % means a stronger effect; one-dose inhibition, % at 25 µM; IC50 in µM for titrated hits; actives 0.3% (n = 340,000); in the data active = a potency from the dose series; inconclusive = inhibition above about 29% without an active follow-up result
# HIV peptide binding = inhibitors of HIV fusion peptide binding, primary screen, biochemical, uHTS, fluorescence dequenching (AID 1986) | cell-free peptide binding, fluorescence dequenching, 30 min; higher % means a stronger effect | one-dose inhibition, % at 20 µM; IC50 in µM for titrated hits | actives 0.3% (n = 290,000); in the data active = inhibition mostly above about 52%, no sharp cut-off; inactive = mostly below about 76%; note: some results filed as inactive read as strong as hits
# Hep lipid drop = modulators of hepatic lipid droplet formation. inhibition, % at 6.5 µM. AML12 mouse hepatocytes, oleate lipid droplets, BODIPY imaging. actives 0.4% (n = 240,000). AID 1656;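 active = lipid droplet intensity inhibited by at least 50%, with more than 500 cells counted; inconclusive = wells with under 300 cells, treated as cytotoxic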
#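 Assay system: AML12 hepatocytes (mouse) / Also added: 100 µM oleic acid challenge / Times: overnight treatment with compound plus oleate / Detection: high-content imaging of BODIPY-stained droplets and DAPI nuclei / Evaluation: % inhibition of lipid droplet signal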
# Myeloid diff 2 = myeloid differentiation induction. calls only at 10 µM. ER-HoxA9 myeloid progenitors, lysozyme-GFP differentiation, flow cytometry. actives 1% (n = 360,000);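 active = normalized GFP-positive differentiation at or above the plate's own cutoff, the solvent-only control mean plus 3 SD; inconclusive = no clear call, values can overlap the other calls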;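 note: cells exposed to compound for four days before flow analysis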
# LYP inhibition = inhibitors of LYP phosphatase, biochemical, fluorescence intensity, uHTS (AID 1779); recombinant LYP phosphatase, fluorescence intensity; higher % means a stronger effect; actives 0.054% (n = 290,000); inhibition, % at 11.5 µM, or IC50 in µM where a hit was titrated;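 note: plate controls were vehicle with enzyme for no effect and no enzyme for full effect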
# Hep lipid drop cells 6.5 µM = second read-out of Hep lipid drop, no call of its own (marks repeat the call); cell count; measured here: cell count, cytotoxicity flag;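 cells counted across two imaged fields per well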
# NS5 inhibitors pilot replicate = also measured in NS5 inhibitors; calls as there; inhibition, %; measured here: pilot screen replicate inhibition
# Myeloid diff 2 GFP+ MAC1+ % = further read-out of Myeloid diff 2, marked with its call; GFP+ MAC1+ double positive, %; measured here: differentiation confirmed by MAC1 staining
# Starred values were filed as active, the others as inactive; i = inactive; ? = inconclusive; nt = not tested or not shown. Cut-off read from the data, not from the text of the source, unless noted: active = inhibition above about 50%; inactive = the rest. A portion of the library; the hit share may differ from the screen's.
SMILES,XIAP antagonists,AID2073,Siah-1 displacement,HEK293 NOD2/NF-kB,NS5 inhibitors,HIV peptide binding,Hep lipid drop,Hep lipid drop cells 6.5 µM,Myeloid diff 2,Myeloid diff 2 GFP+ MAC1+ %,LYP inhibition,others
CCCNC(=O)COC(=O)/C=C/c1ccco1,-5.7%,73%,28%,9%,3%,100%,-1,678,i,0.4,7%,
CCCn1nnnc1NC(=O)c1cc(Cl)ccc1Cl,3.3%,2%,-1%,10%,-3%,-2.2%,-11,676,i,0.3,0%,
CC(Cc1ccccc1)NC(=O)c1ccc([N+](=O)[O-])cc1 (configuration not stated),-8.0%,-2%,4%,-80%,-8%,2.6%,-6,653,i,0.3,-6%,
N#C/C(=C\c1ccc(-c2cccc(Cl)c2)o1)C(=O)Nc1cccc2cccnc12,-11%,15%,6%,-10%,-5%,0.1%,-4,773,i,1.5,-9%,
COc1cc(NC(=O)c2ccco2)ccc1NC(=O)c1ccccc1Cl,-6.5%,13%,0%,-2%,-7%,0.6%,5,678,i,0.8,3%,
O=C(N/N=C/c1c(Nc2cccc(C(F)(F)F)c2)nc2ccccn2c1=O)c1ccccc1,-5.6%,?,2%,-15%,nt,2.1%,nt,nt,nt,nt,8%,
CCCCC1=CC2=C(c3ccco3)C(=O)C(C)(OC(=O)c3ccc(OC)cc3)C(=O)C2=CN1Cc1ccc(OC)cc1 (configuration not stated),nt,-1%,1%,16%,nt,16%,3,641,nt,nt,-5%,
CN(C)S(=O)(=O)c1ccc(C(=O)/C=C/c2cccnc2)cc1,nt,36%,-7%,-12%,-52%,-0.3%,-8,720,?,nt,-8%,
Cc1ccc(C(=O)OCC(=O)c2cc(C)n(CC3CCCO3)c2C)cc1 (configuration not stated),-3.5%,-3%,-3%,18%,4%,-1.4%,-17,648,i,0.7,-2%,
O=C(N/N=C/C(Br)=C/c1ccccc1)c1ccccc1F,nt,1%,1%,-59%,-11%,-3.2%,7,713,?,nt,2%,
O=C1C2CCCCN2C(=O)N1CCCCN1CCN(c2cccc(Br)c2)CC1 (configuration not stated),nt,-6%,2%,0%,-15%,-0.1%,4,789,i,0.2,-6%,
O=C(NCc1ccc(F)c(F)c1)C1CCC(=O)N(CCc2ccccc2)C1 (configuration not stated),nt,4%,2%,2%,-4%,-0.1%,10,706,i,0.5,-7%,
CN1C(C(=O)Nc2cccc(O)c2)=CC(c2ccco2)=NS1(=O)=O,nt,-7%,4%,22%,-5%,-0.8%,-1,811,i,1.4,-8%,
Cc1nnc(SCC(=O)Nc2ccc(S(=O)(=O)Nc3ccc(Cl)nn3)cc2)s1,nt,12%,3%,0%,-5%,9.2%,4,659,i,1.0,2%,
O=C(c1ccccc1)c1ccc(C(=O)N2CCOCC2)cc1,0.3%,-1%,10%,3%,-2%,-1.4%,nt,nt,i,0.5,-8%,
NC(=O)c1c(NC(NC(=O)c2ccco2)C(=O)c2ccc(Cl)cc2)sc2c1CCCC2 (configuration not stated),-14%,4%,1%,12%,5%,0.0%,3,790,i,5.3,-2%,
CCN(CC)C(=S)NC(=O)C12CC3CC(CC(C3)C1)C2,-0.5%,-8%,10%,-14%,-3%,1.4%,-3,701,i,0.0,-7%,
COc1ccc(C(=O)C2CCCN(C(=O)c3cccnc3OC)C2)c(C)c1 (configuration not stated),-3.2%,4%,-5%,0%,4%,-1.4%,7,691,i,0.3,-4%,
COc1ccc(C(=O)CC(=O)c2ccc(OC)cc2)cc1,nt,6%,3%,1%,-3%,-1.7%,-1,794,i,0.1,-11%,
O=S(=O)(Nc1c(F)cccc1F)c1ccc2c(c1)OCCO2,nt,8%,0%,7%,-7%,1.2%,26,770,i,1.1,-5%,

# Compounds listed so far containing fluorine (4):
SMILES,XIAP antagonists,AID2073,Siah-1 displacement,HEK293 NOD2/NF-kB,NS5 inhibitors,HIV peptide binding,Hep lipid drop,Hep lipid drop cells 6.5 µM,Myeloid diff 2,Myeloid diff 2 GFP+ MAC1+ %,LYP inhibition,others
O=C(N/N=C/c1c(Nc2cccc(C(F)(F)F)c2)nc2ccccn2c1=O)c1ccccc1,-5.6%,?,2%,-15%,nt,2.1%,nt,nt,nt,nt,8%,
O=C(N/N=C/C(Br)=C/c1ccccc1)c1ccccc1F,nt,1%,1%,-59%,-11%,-3.2%,7,713,?,nt,2%,
O=C(NCc1ccc(F)c(F)c1)C1CCC(=O)N(CCc2ccccc2)C1 (configuration not stated),nt,4%,2%,2%,-4%,-0.1%,10,706,i,0.5,-7%,
O=S(=O)(Nc1c(F)cccc1F)c1ccc2c(c1)OCCO2,nt,8%,0%,7%,-7%,1.2%,26,770,i,1.1,-5%,

# Carrying on:
SMILES,XIAP antagonists,AID2073,Siah-1 displacement,HEK293 NOD2/NF-kB,NS5 inhibitors,HIV peptide binding,Hep lipid drop,Hep lipid drop cells 6.5 µM,Myeloid diff 2,Myeloid diff 2 GFP+ MAC1+ %,LYP inhibition,others
CCN(CC)c1ccc(C2N(C(=O)N3CCOCC3)CCN2S(=O)(=O)c2ccc(C)cc2)cc1 (configuration not stated),-3.8%,-4%,4%,7%,-1%,-1.4%,6,790,i,7.3,-4%,
COc1ccc(-n2nnnc2SCC(=O)c2cc3ccccc3o2)cc1,-4.2%,20%,2%,26%,-31%,-1.9%,nt,nt,i,1.0,-6%,
Cc1ccc(-n2c(P(C)(=O)O)nc3ccccc32)cc1,-4.3%,21%,-1%,-6%,-11%,-0.2%,8,751,i,0.0,-2%,
CCOC(=O)c1ccc(NC(=O)CSc2nccn2C)cc1,-6.5%,-6%,1%,-10%,1%,10%,-2,749,i,0.8,-7%,
COCC1COS(=O)(=O)NC1(C)C (configuration not stated),nt,19%,1%,-7%,4%,-1.6%,-2,812,i,0.3,-12%,
COc1ccc(/C=N/N2CCN(c3ccc(Cl)cc3)CC2)cc1,nt,4%,2%,4%,4%,1.3%,5,799,i,0.5,-12%,
O=C(CCn1c(=S)[nH]c2cc3c(cc2c1=O)OCO3)NCc1cccc(Cl)c1,nt,-7%,-2%,9%,-7%,1.1%,16,713,i,2.7,-11%,
CC(C)C[C@@H](NC(=O)[C@H]1CCCN1C(=O)Cc1ccccc1)C(N)=O,nt,0%,2%,-10%,-10%,-0.4%,-1,401,i,0.6,-6%,
COC(=O)c1ccc(NS(=O)(=O)c2ccc(OC)cc2)cc1,-1.0%,14%,9%,0%,0%,-2.0%,-10,663,i,1.0,-2%,
CC(C)(C)CC(C)(C)NC(=S)N1CCN(Cc2ccc3c(c2)OCO3)CC1,-5.7%,-6%,2%,-13%,-6%,-1.3%,2,706,i,0.9,-2%,
CCCCCCCN(C(=O)CCl)c1cccc(C)c1,-3.0%,0%,0%,1%,0%,2.0%,14,670,i,1.5,-4%,
CC1CC(c2ccccc2)n2nc(NC(=O)c3cccs3)nc2N1 (configuration not stated),-6.2%,1%,5%,8%,-6%,-1.8%,0,704,i,0.6,-9%,
O=C(O)CCn1cc(/C=N/O)c(-c2cccc([N+](=O)[O-])c2)n1,-7.0%,4%,3%,6%,-3%,1.1%,-8,661,i,0.6,-5%,
Cc1ccccc1OCC(O)Cn1c(=N)n(Cc2ccccc2)c2ccccc21 (configuration not stated),nt,0%,4%,19%,-2%,0.6%,15,721,i,0.0,-10%,
CSc1ccc(C(=S)N2CCCC2)cc1,nt,-7%,1%,-15%,-3%,-0.7%,46,911,i,0.5,-10%,NS5 inhibitors pilot replicate=0.9
Cc1cc(OCC(=O)N2CCOCC2)c(C(C)C)cc1Cl,-4.1%,-2%,0%,-1%,-1%,-1.2%,-11,700,i,1.0,-4%,
CCOc1cc(S(=O)(=O)Nc2ccccc2CC)ccc1Cl,-8.5%,15%,1%,12%,-5%,2.8%,-7,761,i,4.7,0%,
C/C(=N\N=C(c1ccccc1)c1ccccc1)c1cccs1,-2.6%,12%,0%,0%,1%,-1.1%,nt,nt,i,2.1,4%,
Fc1ccccc1Nc1nc(NCc2ccco2)nc(N2CCOCC2)n1,-6.0%,-1%,2%,6%,-9%,1.3%,13,707,i,1.0,-2%,
O=C(Cn1cccn1)N1CCCC(N2CCN(c3ccccc3F)CC2)C1 (configuration not stated),nt,10%,-1%,-5%,-1%,0.5%,10,812,i,1.9,-3%,

# The final 2 entries of the section above open the next one.
SMILES,XIAP antagonists,AID2073,Siah-1 displacement,HEK293 NOD2/NF-kB,NS5 inhibitors,HIV peptide binding,Hep lipid drop,Hep lipid drop cells 6.5 µM,Myeloid diff 2,Myeloid diff 2 GFP+ MAC1+ %,LYP inhibition,others
Fc1ccccc1Nc1nc(NCc2ccco2)nc(N2CCOCC2)n1,-6.0%,-1%,2%,6%,-9%,1.3%,13,707,i,1.0,-2%,
O=C(Cn1cccn1)N1CCCC(N2CCN(c3ccccc3F)CC2)C1 (configuration not stated),nt,10%,-1%,-5%,-1%,0.5%,10,812,i,1.9,-3%,
COc1cccc(-c2nc(COc3ccc(Cl)cc3Cl)no2)c1,nt,2%,-1%,4%,6%,1.6%,-11,720,i,1.3,-15%,
Cc1ccccc1OCc1nc2ccccc2c(=O)n1N,-6.7%,-3%,4%,-86%,-4%,-1.8%,20,780,i,0.3,-6%,
NC(=O)c1ccccc1NC(=O)CN1CCN(Cc2ccc(Cl)cc2Cl)CC1,nt,0%,1%,28%,1%,-0.4%,-12,814,i,0.4,-7%,
O=C(NCCCN1CCOCC1)C(=O)N/N=C/c1ccccc1O,nt,15%,7%,18%,2%,0.2%,-1,684,i,0.5,-2%,
Cc1ccc(NC(=O)Cc2ccsc2)cc1Cl,nt,11%,5%,-13%,-1%,1.0%,-10,807,i,0.9,-6%,
Cc1c(N=Cc2cc3c(cc2Cl)OCO3)c(=O)n(-c2ccccc2)n1C,-4.0%,16%,2%,-2%,-2%,0.4%,nt,nt,i,3.4,-1%,
COc1ccc(-c2[nH]ncc2/C=N/NC(=O)c2ccc(Br)cc2)c(OC)c1,-6.0%,6%,10%,10%,2%,1.7%,-6,636,i,0.8,0%,
CCOc1cccc(CN2CCC(CCC(=O)NC3CC3)CC2)c1O,nt,18%,-3%,-4%,nt,-1.4%,-34,829,i,0.3,-5%,
COc1cccc(C(=O)Nc2nnc(S(=O)(=O)N3CCCCC3)s2)c1,nt,24%,3%,-2%,-4%,3.8%,13,766,i,4.2,-1%,
Cc1c(Br)c([N+](=O)[O-])nn1C(C)C(=O)Nc1ccc2c(c1)OCO2 (configuration not stated),-2.8%,-6%,-2%,7%,1%,-0.1%,nt,nt,i,0.7,-1%,
Cc1ccc(C(=O)OCC(=O)Nc2ccccc2N2CCOCC2)cc1,-1.4%,0%,4%,-5%,-1%,-0.8%,6,726,i,1.0,-2%,
CCN1CSC(=S)N(Cc2ccc(OC)cc2)C1,nt,-2%,2%,-9%,-3%,0.4%,8,679,i,0.5,0%,
C[C@H](NC(=O)N1CCn2c1nc1ccccc12)C(=O)NC1CC1,nt,9%,0%,1%,-7%,2.8%,-21,711,i,1.6,-3%,
COC(=O)[C@@H](NC(=O)Nc1ccccc1F)C(C)C,-5.9%,-5%,1%,15%,-5%,-1.9%,nt,nt,i,5.8,-10%,
